# V-ATPase pH – alters yeast V-ATPase proton transport; S. cerevisiae, pHLuorin cytosolic pH fluorescence; response, % at 10 µM; 350,000 compounds, 0.37% hits; AID 504577; in the data active means response mostly above about 7.3%, no sharp cut-off; inactive means mostly below about 5.4%; further: actives read high; inactives centre near 0; some compounds called inactive have numbers as strong as hits; reference of the scale not given here
# HTR5A inv ag – counter-screen for OPRM1-OPRD1 inverse agonists: human HTR5A inverse agonism; HTR5A cell line, luminescence; P47898; inhibition, % at 9.3 µM; 340,000 compounds, 0.083% hits; in the data active means inhibition mostly above about 23%, no sharp cut-off; inactive means mostly below about 18%;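 further: 0% = cells with DMSO and 100% = no-cell wells with DMSO; some compounds called inactive have numbers as strong as hits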
# HTR5A ag ctr – HTR5A agonism, opioid heterodimer counter-screen; P47898; HTR5A agonist assay, luminescence, cell-based; activation, % at 9.3 µM; 340,000 compounds, 0.61% hits; AID 504692; in the data active means activation mostly above about 9.5%, no sharp cut-off; inactive means mostly below about 7.6%;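 further: 0% = cells with vehicle only and 100% = reference agonist; strong numbers were not always called active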
# Arr AP2 block – human beta-arrestin and AP2 interaction inhibition; FITC-arrestin peptide / GST-AP2 beads, flow cytometry; AP2 beta2 appendage carries R879A mutation; inhibition, % at 10 µM; 340,000 compounds, 0.31% hits;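 active means inhibition above a set limit, near 3 SD of compounds lacking own fluorescence, cut at about 54% in these data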;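 further: plate controls were DMSO wells for no effect and 5 µM unlabelled arrestin peptide for full effect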
#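 Material – GST-tagged AP2 beta2-adaptin appendage (R879A) on 4 µm glutathione beads · Probe or stimulus – fluorescein-tagged arrestin peptide at 50 nM final · Timing – 12 min plus 1 h, RT · Detection – bead flow cytometry, FITC channel · Read-out basis – inhibition as reduced fluorescein signal on beads, percent · Medium – PBS plus Tween 20 (0.05%) and BSA (0.1%)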
# DSG3 Ab inh – inhibitors of pemphigus antibody binding to human desmoglein-3; DSG3-coupled beads, scFv-anti-DSG3-GFP binding, flow cytometry; stronger effect = lower value; binding (percent of control), % at 10 µM; 310,000 compounds, 0.48% hits; AID 588358;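 active means binding more than 3 SD below its plate's average and above zero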; further: some compounds called inactive have numbers as strong as hits
# PKA-R2B act – PKA-R2B complex activation. PKA-R2B holoenzyme dissociation, Cy5-IP20 fluorescence polarization; R2B truncated from residue 108, S112A mutant; 0% DMSO only, 100% 113 µM cGMP. 340,000 compounds, 0.079% hits. activation, % at 11.4 µM;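 active means activation above a cutoff set at the mean over all compounds plus 3 SD, cut at about 18% in these data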;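 further: higher means more holoenzyme dissociation and a rise in polarization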
# Target sequence (P31323 whole entry, looked up, other chains not shown, the tested form may be a part): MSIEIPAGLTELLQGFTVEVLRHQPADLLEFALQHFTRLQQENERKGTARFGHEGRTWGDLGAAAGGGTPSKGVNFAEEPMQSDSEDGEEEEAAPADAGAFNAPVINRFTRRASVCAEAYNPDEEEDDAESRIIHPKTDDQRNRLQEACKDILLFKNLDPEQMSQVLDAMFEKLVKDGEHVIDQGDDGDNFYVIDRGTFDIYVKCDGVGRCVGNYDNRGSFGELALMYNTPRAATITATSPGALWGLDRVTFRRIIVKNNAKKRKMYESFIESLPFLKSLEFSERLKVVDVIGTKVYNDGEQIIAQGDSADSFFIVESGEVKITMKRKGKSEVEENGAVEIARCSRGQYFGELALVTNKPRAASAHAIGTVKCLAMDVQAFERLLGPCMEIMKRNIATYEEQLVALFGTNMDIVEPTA
# PKA-R1A act – activators of PKA-R1A complex; PKA-R1A dissociation, Cy5-IP20 fluorescence polarization; scaled: DMSO 0%, 113 µM cGMP 100%; activation, % at 11.4 µM; 340,000 compounds, 0.083% hits; AID 504707;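 active means percent activation above the mean of all tested compounds plus 3 SD, cut at about 19% in these data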;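 further: higher means more PKAc released from R1A so a rise in polarization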
# OPRM1-OPRD1 ag – OPRM1-OPRD1 heterodimerization agonism; cells, luminescence; activation, % at 9.3 µM; 340,000 compounds, 0.3% hits; in the data active means activation above about 18%;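 further: 0% = vehicle-treated cells and 100% = reference agonist; values of inactives mirror those of a sister screen read the other way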
# DAGLB inh – diacylglycerol lipase beta (human) inhibition | inhibition, % at 5.17 µM | HEK293T DAGLB membrane lysate, EnzChek fluorogenic substrate | AID 504411 | 340,000 compounds, 0.059% hits; in the data active means inhibition above about 34%;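 further: 0% = enzyme with vehicle and 100% = wells lacking enzyme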
# Target sequence (Q8NCG7 whole entry, looked up): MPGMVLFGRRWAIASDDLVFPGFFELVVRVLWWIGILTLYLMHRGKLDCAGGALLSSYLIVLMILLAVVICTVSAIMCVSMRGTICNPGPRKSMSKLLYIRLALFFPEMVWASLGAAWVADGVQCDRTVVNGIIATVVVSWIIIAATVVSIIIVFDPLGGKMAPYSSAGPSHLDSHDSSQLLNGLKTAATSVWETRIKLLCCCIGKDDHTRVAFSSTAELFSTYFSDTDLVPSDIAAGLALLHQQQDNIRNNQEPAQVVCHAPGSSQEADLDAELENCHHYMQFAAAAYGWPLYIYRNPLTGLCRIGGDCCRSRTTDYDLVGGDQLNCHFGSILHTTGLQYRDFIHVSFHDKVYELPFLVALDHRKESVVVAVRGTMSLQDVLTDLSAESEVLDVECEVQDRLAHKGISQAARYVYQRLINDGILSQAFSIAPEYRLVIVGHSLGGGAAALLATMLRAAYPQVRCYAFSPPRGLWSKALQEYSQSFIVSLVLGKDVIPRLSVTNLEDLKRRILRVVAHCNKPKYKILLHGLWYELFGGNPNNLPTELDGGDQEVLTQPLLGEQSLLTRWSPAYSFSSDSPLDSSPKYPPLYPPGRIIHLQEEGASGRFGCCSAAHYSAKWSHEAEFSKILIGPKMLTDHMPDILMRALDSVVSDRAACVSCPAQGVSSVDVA
# OPRM1-OPRD1 inv – inverse agonists of human mu-delta opioid receptor heterodimerization. P35372+P41143. 340,000 compounds, 0.21% hits. AID 504357. inhibition, % at 9.3 µM. cell-based MOR-DOR heterodimer luminescence, inverse agonism; in the data active means inhibition above about 22%, passing the limit was not always enough;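 further: 0% = cells with DMSO and 100% = wells without cells with DMSO; values of inactives mirror those of a sister screen read the other way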
# Numbers without * were called inactive; nt = no result given. Not a hit list. Share with any hit: about 2.4%.
# Order of results: V-ATPase pH	HTR5A inv ag	HTR5A ag ctr	Arr AP2 block	DSG3 Ab inh	PKA-R2B act	PKA-R1A act	OPRM1-OPRD1 ag	DAGLB inh	OPRM1-OPRD1 inv
COCCN(C(=O)c1ccc(-c2ccc(Cl)cc2)o1)c1c(N)n(Cc2ccccc2)c(=O)[nH]c1=O
  -6	3	-1	-9	98	-4	-3	-1.3	4	7
CC(NC(=O)Cn1c(=O)oc2cc(S(=O)(=O)N3CCCC3)ccc21)c1ccccc1 (configuration not stated)
  -3	-5	2	-5	96	-7	-8	-2.0	-1	10
CCOc1cc(C(=S)N2CCCC2)ccc1OC
  3	-7	2	-16	94	5	3	-3.0	0	13
COc1ccc(/C=C(\NC(=O)c2ccc(Cl)cc2)C(=O)NCC2CCCO2)cc1OC (configuration not stated)
  1	-2	1	-3	nt	-3	-2	-3.3	-1	18
COc1cccc(CN2CCN(c3nc4nonc4nc3N3CCCCC3)CC2=O)c1
  -4	3	5	6	102	-3	-1	-1.3	-1	7
CCCCN(CCCC)NC(=O)c1ccccc1
  0	-5	2	20	100	0	6	0.3	1	-2
O=C1CC(N2CCN(C(c3ccccc3)c3ccccc3)CC2)C(=O)N1 (configuration not stated)
  0	-14	-8	2	107	-11	1	-2.2	2	13
Cc1cc(C(C)(C)C)cc(C)c1C(=O)O
  5	6	2	17	108	11	-2	-0.1	0	1
COc1ccc(NC(=O)c2cc3n(n2)C(C(F)(F)F)CC(c2ccc(OC)cc2)N3)cc1 (configuration not stated)
  -2	-28	4	19	101	3	2	4.7	1	-24
CCN1C(=O)c2cccc3c(S(=O)(=O)NC(Cc4ccccc4)C(=O)O)ccc1c23 (configuration not stated)
  2	-7	2	-9	105	-1	-5	-2.7	0	14
CCc1cccc(CC)c1NC(=O)CN1CCc2cc(OC)c(OC)cc2C1
  1	-22	6	0	104	2	0	0.9	1	-4
COc1ccc(CCC(=O)N2CCCc3ccccc32)cc1
  0	0	0	1	nt	-8	10	-2.0	-5	11
Cc1nn(C)cc1NC(=O)c1ccc(Br)o1
  4	1	0	-2	105	-5	6	-1.1	3	7
CCN(CC)S(=O)(=O)c1ccc(S(=O)(=O)N(Cc2ccccn2)Cc2ccco2)cc1
  0	-8	0	5	103	2	-1	0.7	-1	-4
O=C(Cn1c(=O)sc2ccccc21)Nc1ccc(S(=O)(=O)N2CCCC2)cc1
  3	-21	8	-16	101	-4	-9	-1.9	0	8
Cc1cc(C(=O)COC(=O)Cc2n[nH]c(=O)c3ccccc23)c(C)n1-c1cccc(C(F)(F)F)c1
  1	-9	2	-9	105	-1	-10	0.6	-7	-3
CCCCNc1nnc(SCC(=O)N2CCN(S(=O)(=O)c3ccc4ccccc4c3)CC2)s1
  1	11	-1	2	nt	6	-1	-1.4	-1	8
CCC(C)(C)NC(=O)C1CCCN(S(=O)(=O)c2ccc3c(c2)CC(C)N3C(=O)C2CC2)C1 (configuration not stated)
  0	6	-2	16	101	10	5	-2.0	-1	10
CC(Sc1ncccn1)C(=O)NC1CCCC1 (configuration not stated)
  -7	37*	9	-8	106	-3	-3	-4.1	3	15
CC(OC(=O)c1ccccc1NS(=O)(=O)c1cccc(C(F)(F)F)c1)C(=O)N(C)Cc1ccccc1 (configuration not stated)
  -2	22	-2	-5	88	3	-8	4.2	-8	-21
Cc1ccc(Nc2c([N+](=O)[O-])c(=O)n(C)c3ccccc23)cc1
  -3	-8	-2	-4	106	5	-7	-5.5	2	26
Cc1ccc(C(=O)c2ccc([N+](=O)[O-])cc2)cc1
  -6	-19	2	1	84	-3	0	6.8	-10	-37
Cc1ccc(CNC(=O)Cc2ccc(-n3cccc3)cc2)cc1
  3	-23	6	-22	102	-5	-4	5.7	-1	-30
CCOc1ccc(-c2c(C(=O)N/N=C/C3CCCCC3)nnn2-c2nonc2N)cc1
  -5	0	0	23	99	3	-4	-2.2	0	11
COc1nn(-c2ccccc2)c(=O)c(Cl)c1Cl
  1	-4	1	1	100	5	9	-1.0	-10	5
CC1=CC(C)C2(CO)COC(c3cccnc3)C1C2C (configuration not stated)
  -2	24	6	4	104	2	3	5.3	-2	-36
COc1cc(C(=O)O/N=C(\N)c2ccncc2)cc(OC)c1OC
  1	-4	8	2	102	-18	-7	11	-5	-64
O=C(COC(=O)CC12CC3CC(CC(C3)C1)C2)Nc1ncc(Cl)cc1Cl
  0	-10	1	13	nt	2	-6	3.9	-5	-21
CC1Sc2ccc(S(=O)(=O)N3CCC(C(=O)NCc4ccco4)CC3)cc2NC1=O (configuration not stated)
  -6	0	-2	16	nt	0	-4	-2.2	-1	12
COc1ccccc1CN1CCC(CNS(=O)(=O)c2cc(-c3cc(C)no3)ccc2C)CC1
  4	-2	3	11	nt	-7	-4	-0.9	-1	5

# Further compounds.
# Order of results: V-ATPase pH	HTR5A inv ag	HTR5A ag ctr	Arr AP2 block	DSG3 Ab inh	PKA-R2B act	PKA-R1A act	OPRM1-OPRD1 ag	DAGLB inh	OPRM1-OPRD1 inv
COC(=O)CNC(=O)C(Cc1ccccc1)NS(=O)(=O)c1ccc2c(c1)c(=O)n(C)c(=O)n2C (configuration not stated)
  -2	-16	1	6	101	-3	-4	-2.4	-2	12
CCN(C(=O)COc1ncnc2ccccc12)C1CCCCC1
  -4	-23	6	-10	92	0	3	-2.9	-4	12
Cn1c(/C=C/c2ccccc2)nc2ccccc2c1=O
  -3	-14	4	35	90	12	-1	-1.6	-4	9
CN(C)c1ccc(C2Nc3ccccc3C(=O)N2NS(=O)(=O)c2ccccc2)cc1 (configuration not stated)
  -1	4	-1	11	125	2	-5	-2.9	5	15
Cc1cc2c(cc1C)NC(CC(=O)NCc1ccccc1)C(=O)N2 (configuration not stated)
  2	-14	1	-2	97	2	-1	-2.1	2	12
Cc1ccc(S(=O)(=O)NCc2ccc(C(=O)N3CCc4ccccc4C3)cc2)cc1
  -2	20	7	-3	nt	-4	-13	1.1	-1	-5
CCCCOc1ccc(C(=O)NCC(=O)N2CC(C)CC(C)C2)cc1 (configuration not stated)
  2	17	0	-5	105	4	-6	-0.3	-2	1
Cc1cccc(-c2nnc(SCC(=O)N3c4ccccc4CCc4ccccc43)n2C)c1
  1	-21	1	6	nt	10	12	-3.1	-3	16
O=C(COc1ccccc1[N+](=O)[O-])Nc1cccc(Cl)c1N1CCOCC1
  2	16	-6	0	105	5	-4	-2.1	-4	11
CN1CCN(CCCNC(=O)c2ccc(CS(=O)(=O)c3ccc(Br)cc3)o2)CC1
  0	-11	4	7	108	-8	5	-2.5	0	13
COc1ccc(Cn2c(=O)sc3ccccc3c2=O)cc1
  -2	3	-1	-2	103	-7	-10	6.7	-9	-35
Cc1ccccc1S(=O)(=O)N1CC(C(=O)O)=CC[C@H]1c1ccc(Cl)cc1
  -1	-27	6	30	95	-2	-7	-1.9	0	11
COc1ccc(NC(=O)CN(C)C(=O)C2=NN(c3ccccc3)C(=O)CC2)cc1
  0	-8	3	-7	81	5	-5	-2.3	-1	10
Cc1ccc(NC(=O)CSc2nnc(Cc3ccccc3)o2)cc1
  2	-10	4	21	101	-2	0	2.1	-3	-11
Cc1cccc(C(=O)Nc2sc(C(=O)N3CCCC3)c(C)c2C#N)c1
  0	-6	0	7	97	-3	0	-1.7	1	9
Nc1nc(Nc2cccc(Cl)c2)nc(NCc2ccco2)c1[N+](=O)[O-]
  0	-9	-1	34	101	2	2	5.7	-1	-30
Cc1ccc(-c2cc(-c3ccccc3)nc(N/N=C/c3cccnc3)n2)cc1
  -5	21	3	10	98	-5	-5	0.8	-3	-4
Cc1[nH]c2ccccc2c1C(=O)CN1CCN(C/C=C/c2ccccc2)CC1
  0	-2	0	-12	107	8	-3	-2.0	1	12
COc1ccccc1-n1c([S-])c(C(=O)Nc2ccccc2C(F)(F)F)[n+]2ccc(C(=O)NCCO)cc12
  13	1	0	-21	94	-8	-5	0.4	2	-2
CCOc1ccc2c(c1)c1nnc(SCC3CCCO3)nc1n2C (configuration not stated)
  -1	1	2	-2	95	-8	10	-2.6	-1	15
CCOC(=O)c1c(S(=O)(=O)N2c3ccccc3CC2C)c(C)n(C)c1C (configuration not stated)
  4	20	-5	-6	nt	-1	3	-1.9	-2	10
COC(=O)[C@H]1C[C@@]2(O)CN(S(=O)(=O)c3ccc(C)cc3)C[C@@]2(OC(=O)NCc2ccccc2)C[C@H]1C(=O)OC
  1	nt	nt	nt	110	0	0	nt	-3	nt
CC1CCN(c2c(NCC3CCC(C(=O)NCc4ccccc4)CC3)c(=O)c2=O)CC1 (configuration not stated)
  -3	-14	5	-6	108	-13	1	-1.9	0	12
CCOC(=O)C1CCCN(CCC(=O)Nc2ccccc2C)C1 (configuration not stated)
  2	-17	6	10	99	-5	-10	-2.6	-2	12
O=[N+]([O-])c1cccc(/C=C/c2nc(C=Nc3ccc4ccccc4c3)c(O)o2)c1
  3	9	2	5	101	5	-7	0.3	-2	-2
CCCc1ncc(C(O)(c2ccccc2)c2ccc(C)cc2)n1C (configuration not stated)
  0	4	-1	-45	110	-1	0	-1.2	-2	6
CC12CS(=O)(=O)CC1SC(=S)N2c1ccccn1 (configuration not stated)
  1	16	-6	6	122	-2	-4	-0.9	1	4
Fc1ccc(-n2nnc(-c3cnc4ccccc4c3)n2)cc1
  -2	-18	-3	2	103	-12	3	-1.5	-7	8
Cc1cc(C)cc(NC(=S)N(CCCN2CCN(C)CC2)Cc2cccs2)c1
  2	1	0	-4	103	-4	3	-2.1	-1	11
Cc1cc(C)n2nc(CCCO)nc2n1
  4	-4	-2	-8	101	-3	-11	-2.6	2	13
O=C(NC1CCCc2ccccc21)c1ccccc1Cl (configuration not stated)
  -2	-11	-2	-5	101	-13	7	-2.5	1	12
CN(C(=O)COC(=O)c1ccccc1C(=O)N(C)c1ccccc1)c1ccccc1
  -1	-24	6	-5	109	-1	-6	0.6	1	-3

# An excerpt of these results, bar-delimited:
smiles | V-ATPase pH | HTR5A inv ag | HTR5A ag ctr | Arr AP2 block | DSG3 Ab inh | PKA-R2B act | PKA-R1A act | OPRM1-OPRD1 ag | DAGLB inh | OPRM1-OPRD1 inv
COc1cccc(CN2CCN(c3nc4nonc4nc3N3CCCCC3)CC2=O)c1 | -4 | 3 | 5 | 6 | 102 | -3 | -1 | -1.3 | -1 | 7
CCCCN(CCCC)NC(=O)c1ccccc1 | 0 | -5 | 2 | 20 | 100 | 0 | 6 | 0.3 | 1 | -2
O=C1CC(N2CCN(C(c3ccccc3)c3ccccc3)CC2)C(=O)N1 (configuration not stated) | 0 | -14 | -8 | 2 | 107 | -11 | 1 | -2.2 | 2 | 13
Cc1cc(C(C)(C)C)cc(C)c1C(=O)O | 5 | 6 | 2 | 17 | 108 | 11 | -2 | -0.1 | 0 | 1

# Screening results (PubChem BioAssay)
